Screens from PubChem BioAssay.
DAGLB inh – blocks human DAGLB lipase activity; HEK293T DAGLB membrane lysate, EnzChek fluorogenic substrate; inhibition, % at 5.17 µM; actives 0.059% (n = 340,000); AID 504411; in the data active = inhibition above about 34%;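 also: 0% = enzyme with vehicle and 100% = wells lacking enzyme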
SR-BI HDL uptake – mouse SR-BI HDL lipid transfer inhibition | actives 0.96% (n = 320,000) | inhibition, % at 12.5 µM | ldlA[mSR-BI] CHO cells, DiI-HDL uptake fluorescence, 3 h | Q61009;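 active = mean replicate inhibition of at least 70% and a set share of replicates each scoring 70 or more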;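 also: 0% = median of neutral control wells and 100% = median of positive control wells; values of inactives mirror those of a sister screen read the other way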
LANA DNA inh – blocks KSHV LANA C-terminal domain binding to DNA. MBP-C-LANA/FAM-LBS DNA binding, fluorescence polarization. inhibition, % at 9 µM. actives 0.078% (n = 340,000). AID 504423;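 active = highest replicate inhibition at or above 60% at 9 µM, even if other replicates fall short; inactive = all replicates below 60% inhibition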;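 also: 0% = neutral control wells and 100% = 4 µM acridine orange control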
SR-BI DiI-HDL act – SR-BI HDL lipid transfer activation | AID 504775 | CHO ldlA[mSR-BI] cells, DiI-HDL uptake fluorescence, 3 h; 100 = double the neutral-control signal | activation, % at 12.5 µM | actives 0.096% (n = 320,000);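 active = mean replicate activation of at least 60% and every replicate at or above 60%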;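 also: 0% = median plate neutral-control signal and 100% = twice that signal; values of inactives mirror those of a sister screen read the other way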
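Material: SR-BI-overexpressing, LDLR-lacking CHO cells; schedule: compound exposure 3 h, 37 °C; reagent: DiI-labelled HDL at 10 µg/mL final; technique: bottom-read fluorescence, 550/595 nm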
PvdQ acylase – blocks Pseudomonas aeruginosa PvdQ acylase activity. purified PvdQ acylase, fluorescence plate reader. inhibition, % at 10 µM. actives 0.063% (n = 340,000); in the data active = inhibition above about 30%, passing the limit was not always enough;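 also: 0% = vehicle neutral wells and 100% = reference inhibitor wells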
Keap1-Nrf2 PPI – disrupts human Keap1 binding to Nrf2 peptide. Q14145. Keap1 Kelch-Nrf2 peptide fluorescence polarization, 1536-well. inhibition, % at 9.4 µM. actives 0.15% (n = 340,000); in the data active = inhibition above about 12%;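 also: human Keap1 Kelch domain with fluorescein labeled Nrf2 9mer peptide probe; 0% = neutral control wells and 100% = peptide positive control; higher means more block of Keap1 binding to Nrf2 peptide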
Arr AP2 block – inhibitors of human beta-arrestin and AP2 interaction; FITC-arrestin peptide / GST-AP2 beads, flow cytometry; AP2 beta2 appendage carries R879A mutation; inhibition, % at 10 µM; actives 0.31% (n = 340,000); AID 504490;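 active = inhibition above a set limit, near 3 SD of compounds lacking own fluorescence, cut at about 54% in these data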;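 also: plate controls were DMSO wells for no effect and 5 µM unlabelled arrestin peptide for full effect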
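Measured by: flow cytometry, FL1 (488/535 nm); Material: AP2 appendage R879A on GSH beads; Evaluation: percent response; Timing: pre-incubation 12 min, peptide binding 1 h, room temperature; Also added: 50 nM FITC-arrestin peptide; Medium: PBS with 0.05% Tween 20 and 0.1% BSA.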
PKA-R2B act – activates the human PKA-R2B holoenzyme complex; PKA-R2B holoenzyme dissociation, Cy5-IP20 fluorescence polarization; R2B truncated from residue 108, S112A mutant; 0% DMSO only, 100% 113 µM cGMP; activation, % at 11.4 µM; actives 0.079% (n = 340,000); AID 504700;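 active = activation above a cutoff set at the mean over all compounds plus 3 SD, cut at about 18% in these data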;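 also: higher means more holoenzyme dissociation and a rise in polarization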
NSD2 inh – blocks human histone methyltransferase NSD2. O96028. actives 0.54% (n = 310,000). inhibition, % at 12.5 µM. NSD2 peptide methylation, AlphaScreen, 120 min. AID 743445; in the data active = inhibition above about 50%
Target sequence (O96028 whole entry, looked up): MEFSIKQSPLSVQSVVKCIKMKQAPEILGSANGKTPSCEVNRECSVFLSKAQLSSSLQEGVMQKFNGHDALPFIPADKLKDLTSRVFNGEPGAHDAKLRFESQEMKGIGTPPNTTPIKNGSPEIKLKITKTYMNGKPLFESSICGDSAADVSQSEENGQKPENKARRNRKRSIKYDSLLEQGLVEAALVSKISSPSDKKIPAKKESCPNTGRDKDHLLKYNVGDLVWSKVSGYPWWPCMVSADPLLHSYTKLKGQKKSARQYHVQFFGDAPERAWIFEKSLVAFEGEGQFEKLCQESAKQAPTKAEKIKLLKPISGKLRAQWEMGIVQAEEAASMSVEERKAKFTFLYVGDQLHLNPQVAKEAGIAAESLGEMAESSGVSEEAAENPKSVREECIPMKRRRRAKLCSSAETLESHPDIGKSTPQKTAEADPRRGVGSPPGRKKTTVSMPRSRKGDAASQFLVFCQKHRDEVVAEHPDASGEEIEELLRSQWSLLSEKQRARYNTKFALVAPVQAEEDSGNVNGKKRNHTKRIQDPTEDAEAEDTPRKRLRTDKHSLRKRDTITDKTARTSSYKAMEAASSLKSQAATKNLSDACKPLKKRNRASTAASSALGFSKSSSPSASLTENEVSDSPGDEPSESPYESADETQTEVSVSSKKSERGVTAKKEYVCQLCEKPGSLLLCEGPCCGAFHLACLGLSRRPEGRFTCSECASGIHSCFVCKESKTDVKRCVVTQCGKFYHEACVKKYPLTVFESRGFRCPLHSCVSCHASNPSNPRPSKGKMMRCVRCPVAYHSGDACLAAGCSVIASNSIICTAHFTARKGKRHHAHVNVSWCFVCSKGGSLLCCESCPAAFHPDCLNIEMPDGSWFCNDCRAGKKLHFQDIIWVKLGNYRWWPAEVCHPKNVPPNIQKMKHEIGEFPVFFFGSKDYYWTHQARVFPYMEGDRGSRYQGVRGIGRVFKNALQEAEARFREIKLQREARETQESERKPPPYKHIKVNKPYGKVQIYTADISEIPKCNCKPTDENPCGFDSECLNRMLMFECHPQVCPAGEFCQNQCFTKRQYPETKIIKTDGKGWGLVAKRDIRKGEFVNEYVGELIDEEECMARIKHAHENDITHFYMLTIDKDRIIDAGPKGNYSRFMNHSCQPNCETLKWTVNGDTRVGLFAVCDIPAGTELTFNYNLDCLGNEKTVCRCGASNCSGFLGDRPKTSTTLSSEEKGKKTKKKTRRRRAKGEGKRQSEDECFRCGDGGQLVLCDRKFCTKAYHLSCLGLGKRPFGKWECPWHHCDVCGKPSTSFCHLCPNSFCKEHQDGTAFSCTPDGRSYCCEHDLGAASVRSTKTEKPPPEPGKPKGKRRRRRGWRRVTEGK
RTF Ca sens inh – cardiac RTF calcium desensitization | IANBD-labeled cardiac RTF, Ca2+ fluorescence | inhibition, % at 7.15 µM | actives 0.12% (n = 340,000) | P19429+P45379;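 active = inhibition above the mean inhibition of all tested compounds plus 3 SD, cut at about 17% in these data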;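 also: assay run at fixed EC70 calcium of 1.6 mM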
* = called active by the depositor; x = not tested or not shown.

Molecule	DAGLB inh	SR-BI HDL uptake	LANA DNA inh	SR-BI DiI-HDL act	PvdQ acylase	Keap1-Nrf2 PPI	Arr AP2 block	PKA-R2B act	NSD2 inh	RTF Ca sens inh
CCOC(=O)C1(CC2CC2)CCN(S(=O)(=O)C[C@]23CC[C@H](CC2=O)C3(C)C)CC1	-2	12	0.4	-12	-23	-3	-7	0	2	-5
CC1CN(C(=O)N2CCCCC2)CCN1C(=O)N1CCCCC1 (configuration not stated)	x	-4	-1.5	4	6	-7	7	x	-1	x
ON1C2CCCCC2N(O)C1c1c(F)c(F)c(F)c(F)c1F (configuration not stated)	-1	-27	-1.9	27	-15	-4	-8	-14	2	-28
COCC1CCN(C(=O)C2CCC(=O)N(CC3CCCCC3)C2)CC1 (configuration not stated)	2	-24	1.3	24	-12	-3	-1	-8	-1	-3
O=c1cccccc1NCc1ccccc1	0	-44	-0.1	44	2	-4	12	-14	3	-4
CCOCCCNC(=O)Cn1cnc2c(cnn2-c2ccc(F)cc2)c1=O	0	-5	0.2	5	-8	0	32	11	0	-8
O=C(O)C1(S(=O)(=O)CCC(F)=C(F)F)CC1	-2	-34	0.5	34	-8	1	0	10	-2	0
Cn1c(SCC(=O)Nc2ccccc2)nc2c([nH]c3ccccc32)c1=O	5	x	0.8	x	0	6	4	1	x	-6
COc1ccccc1CNC(=O)CCNC(=O)N1CC(=O)Nc2ccccc21	3	-3	-2.4	3	-5	0	6	-1	1	2
COc1ccc(-c2cc3ncnc(Cl)c3s2)cc1	-1	-8	7.4	8	-10	-6	-4	-20	-2	3
COc1ccccc1C1NC(=O)NC(C)=C1C(=O)OCc1ccccc1 (configuration not stated)	-1	15	-0.1	-15	-3	-2	14	-8	1	-5
Cc1ccc(S(=O)(=O)N2[C@@H](c3ccc(Cl)cc3)C(C(=O)O)=C[C@H]2CC2CCCC2)cc1	3	-25	1.3	25	1	3	-4	-3	x	-4
CC1CCC(C(=O)NC(C(=O)N2CCC(N3CCCCC3)CC2)C(C)C)CC1 (configuration not stated)	5	-10	-1.0	10	-12	-9	-2	5	x	-8
CC(=O)c1ccc(OCc2cn(CC(=O)c3ccc(O)cc3)nn2)cc1	-1	4	8.2	-4	-12	0	1	-4	x	-12
CC(C)OCCCNC(=S)NNC(=O)c1ccc(Cl)c(Cl)c1	3	-6	1.0	6	13	4	10	5	1	-1
CC(=O)c1ccc(N2CCN(C(=S)NCCCN(C)C)CC2)cc1	1	-15	0.6	15	-14	1	-21	-7	5	-4
CC(C)N1CCC(N2CCN(C3CCCCCC3)CC2CCO)CC1 (configuration not stated)	0	-1	-0.2	1	-8	-3	-1	9	2	4
Nc1c(Cl)ncnc1Nc1ccc(C(=O)O)cc1	0	6	-34	-6	2	1	27	6	1	-2
Cc1ccc(S(=O)(=O)N2CCOCC2)cc1NC(=O)COC(=O)c1ccc2c(c1)OCO2	0	0	0.0	0	-3	-7	-3	6	-3	-10
C[C@]12c3[nH]c4cc(-c5ccco5)ccc4c3CCN1C(=O)[C@@H](CC(=O)NCc1cccc(C(F)(F)F)c1)C[C@@H]2C(=O)N1CCCCC1	4	6	-1.5	-6	-4	-2	3	-2	x	-2
Nn1c(SCC(=O)Nc2ccc(F)cc2F)nnc1C1CCCCC1	0	-4	1.1	4	-12	1	-8	1	1	7
Cc1ccc(S(=O)(=O)N2CCN(C(=O)c3sccc3C)CC2)cc1	-2	-11	1.0	11	10	-3	5	-19	1	-3
Cc1nc(N2CCN(C(c3ccccc3)c3ccccc3)CC2)[nH]c(=O)c1C	-1	-28	-0.9	28	-15	-8	5	1	-6	-7
Cc1ccc(S(=O)(=O)/N=C(/Nc2ccccc2C)c2ccccc2)cc1	-1	-1	-4.6	1	-14	-3	-8	-2	0	2
COc1ccc(-n2nc3c(c2NC(=O)c2c(F)cccc2Cl)CS(=O)C3)cc1 (configuration not stated)	-1	-7	0.2	7	-4	0	14	-4	x	-3
Cc1nnc(NC2=NCCCCC2)o1	3	-25	-1.7	25	-2	0	2	-2	3	5
Cc1ncsc1C(=O)O	-1	4	-1.4	-4	-2	1	-22	-13	-4	-3
CC1CCC(C(C)C)C(OCC(O)CNC(C)C)C1 (configuration not stated)	1	10	-0.6	-10	-16	-2	-5	-5	6	-9
Cc1cccc(C)c1NC(=O)CNC(=O)CCCc1c[nH]c2ccccc12	1	-2	1.5	2	-7	-2	-7	-7	2	1
CCCCn1c2ccc(F)cc2c2nnc(NN)nc21	-2	1	2.3	-1	5	-1	29	-3	1	4
O=C(Nc1ccccc1N1CCOCC1)c1ccc(Cl)nc1	-2	36	-0.4	-36	4	-6	-2	8	25	-12
CCN(C(=O)c1ccc(Cl)c([N+](=O)[O-])c1)c1ccccc1	-1	22	-0.4	-22	-13	2	2	-6	4	-31
Cc1ccccc1C(=O)NC(CC(C)C)C(=O)N1CCN(c2ccccc2)CC1 (configuration not stated)	-1	-12	-0.9	12	-12	0	-5	-6	-2	-10
COc1ccc(NC(=O)Nc2ccc(F)c(F)c2)c(OC)c1	-2	41	0.6	-41	2	-2	18	-8	-1	5
CSCC[C@H](NC(=O)c1ccc(Cl)c([N+](=O)[O-])c1)c1nc2ccccc2[nH]1	1	-5	1.6	5	6	-2	21	-10	2	14
COC(=O)CN(C(=S)Nc1ccc(F)cc1)C1CC(=O)N(c2ccccc2)C1=O (configuration not stated)	0	-32	0.0	32	5	1	31	-6	-4	-1
CC(CC(=O)N1CCN(S(=O)(=O)c2ccccc2)CC1)n1cncn1 (configuration not stated)	0	x	-2.1	x	-9	0	-5	-3	2	3
Cc1cc(NS(=O)(=O)c2ccc(NC(=S)NC(=O)/C=C/c3ccccc3)cc2)no1	9	-12	1.6	12	-9	-3	6	2	4	4
NC(=O)N/N=C1\CCS(=O)(=O)c2ccc(F)cc21	-2	-37	6.7	37	-9	0	7	-4	11	-6
COc1cc(C2C(C#N)=C(N)Oc3c2oc(CO)cc3=O)ccc1OC(C)C (configuration not stated)	2	-12	0.3	12	-15	-4	5	10	-1	-4
COc1ccc(CN2CCN(C(=O)c3ccc4nc(N5CCOCC5)sc4c3)CC2)c(OC)c1OC	-1	4	0.2	-4	-12	-4	3	4	-1	-16
Cc1cc(C(=O)OCC(=O)NCCN2C(=O)CSC2=O)ccc1[N+](=O)[O-]	0	-4	1.2	4	-21	2	-14	-4	-1	-5
O=C(NCc1ccco1)/C(=C\c1cccs1)NC(=O)c1ccco1	-1	-20	0.8	20	2	1	2	-9	-5	-13
Cc1ncc(CO)c(/C=N/NC(=O)c2ccccc2Br)c1O	3	30	-0.1	-30	-15	-4	-5	1	-3	-10

Molecules listed so far that contain an aryl methoxy group, in the order listed:
Molecule	DAGLB inh	SR-BI HDL uptake	LANA DNA inh	SR-BI DiI-HDL act	PvdQ acylase	Keap1-Nrf2 PPI	Arr AP2 block	PKA-R2B act	NSD2 inh	RTF Ca sens inh
COc1ccccc1CNC(=O)CCNC(=O)N1CC(=O)Nc2ccccc21	3	-3	-2.4	3	-5	0	6	-1	1	2
COc1ccc(-c2cc3ncnc(Cl)c3s2)cc1	-1	-8	7.4	8	-10	-6	-4	-20	-2	3
COc1ccccc1C1NC(=O)NC(C)=C1C(=O)OCc1ccccc1 (configuration not stated)	-1	15	-0.1	-15	-3	-2	14	-8	1	-5
COc1ccc(-n2nc3c(c2NC(=O)c2c(F)cccc2Cl)CS(=O)C3)cc1 (configuration not stated)	-1	-7	0.2	7	-4	0	14	-4	x	-3
COc1ccc(NC(=O)Nc2ccc(F)c(F)c2)c(OC)c1	-2	41	0.6	-41	2	-2	18	-8	-1	5
COc1cc(C2C(C#N)=C(N)Oc3c2oc(CO)cc3=O)ccc1OC(C)C (configuration not stated)	2	-12	0.3	12	-15	-4	5	10	-1	-4
COc1ccc(CN2CCN(C(=O)c3ccc4nc(N5CCOCC5)sc4c3)CC2)c(OC)c1OC	-1	4	0.2	-4	-12	-4	3	4	-1	-16
